Screening data deposited in PubChem by several laboratories.
Keap1 Nrf2 FP: inhibitors of human Keap1-Nrf2 protein-protein interaction. 340,000 compounds, 0.15% hits. Q14145. Keap1 Kelch-Nrf2 peptide fluorescence polarization, 1536-well. inhibition, % at 9.4 µM. AID 504523; in the data active = inhibition above about 12%;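 note: human Keap1 Kelch domain with fluorescein labeled Nrf2 9mer peptide probe; 0% = neutral control wells and 100% = peptide positive control; higher means more block of Keap1 binding to Nrf2 peptide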
CAL PDZ FP-1: CAL PDZ (human) peptide binding inhibition; purified CAL PDZ, TMR-peptide fluorescence polarization, 1 h; inhibition, % at 24.9 µM; 300,000 compounds, 0.92% hits; AID 602252;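 active = mean inhibition of at least 30% with at least half of replicates also reaching 30%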;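 note: 0% = DMSO neutral control and 100% = excess unlabeled competitor peptide PRC23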
Cardiac RTF inh: cardiac RTF calcium desensitization; IANBD-labeled cardiac RTF, Ca2+ fluorescence; inhibition, % at 7.15 µM; 340,000 compounds, 0.12% hits; AID 493244; P19429+P45379;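 active = inhibition above the mean inhibition of all tested compounds plus 3 SD, cut at about 17% in these data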;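 note: assay run at fixed EC70 calcium of 1.6 mM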
NSD2 HMT inh: inhibitors of human histone methyltransferase NSD2; inhibition, % at 12.5 µM; 310,000 compounds, 0.54% hits; NSD2 peptide methylation, AlphaScreen, 120 min; AID 743445; O96028; in the data active = inhibition above about 50%
Pemphigus Ab inh: inhibitors of pemphigus antibody binding to human desmoglein-3; DSG3-coupled beads, scFv-anti-DSG3-GFP binding, flow cytometry; active compounds read low; binding (percent of control), % at 10 µM; 310,000 compounds, 0.48% hits; AID 588358;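 active = binding more than 3 SD below its plate's average and above zero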;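 note: hits lower antibody fragment binding to DSG3; some compounds called inactive have numbers as strong as hits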
Target sequence (P32926 whole entry, looked up, the tested form may be a part): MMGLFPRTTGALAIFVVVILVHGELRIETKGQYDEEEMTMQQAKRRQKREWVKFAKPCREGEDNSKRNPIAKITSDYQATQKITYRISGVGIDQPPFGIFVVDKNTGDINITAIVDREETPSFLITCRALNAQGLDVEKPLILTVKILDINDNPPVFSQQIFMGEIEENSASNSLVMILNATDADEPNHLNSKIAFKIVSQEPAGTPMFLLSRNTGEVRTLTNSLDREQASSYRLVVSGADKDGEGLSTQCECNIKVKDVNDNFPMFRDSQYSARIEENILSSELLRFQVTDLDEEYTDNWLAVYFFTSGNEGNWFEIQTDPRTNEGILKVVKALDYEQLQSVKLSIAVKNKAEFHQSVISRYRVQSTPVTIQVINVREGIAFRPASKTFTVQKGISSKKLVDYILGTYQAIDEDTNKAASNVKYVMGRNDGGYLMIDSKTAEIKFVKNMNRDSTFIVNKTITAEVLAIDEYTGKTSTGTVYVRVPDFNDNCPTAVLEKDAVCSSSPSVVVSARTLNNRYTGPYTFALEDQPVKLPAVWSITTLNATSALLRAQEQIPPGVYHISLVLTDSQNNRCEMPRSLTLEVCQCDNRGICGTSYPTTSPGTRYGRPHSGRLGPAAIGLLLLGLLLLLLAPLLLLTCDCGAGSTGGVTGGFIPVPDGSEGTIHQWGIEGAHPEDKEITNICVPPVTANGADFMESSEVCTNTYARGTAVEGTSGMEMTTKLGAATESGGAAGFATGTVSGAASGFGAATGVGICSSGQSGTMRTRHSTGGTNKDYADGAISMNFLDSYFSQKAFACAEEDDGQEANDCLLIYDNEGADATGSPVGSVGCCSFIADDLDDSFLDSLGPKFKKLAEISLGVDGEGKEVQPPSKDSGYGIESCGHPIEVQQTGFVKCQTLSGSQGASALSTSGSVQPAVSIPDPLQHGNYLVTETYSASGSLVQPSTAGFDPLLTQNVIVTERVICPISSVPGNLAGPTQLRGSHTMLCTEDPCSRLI
CAL PDZ FP-2: human CAL PDZ-peptide interaction inhibition | AID 504414 | inhibition, % at 20 µM | purified CAL PDZ, TMR-peptide fluorescence polarization, 1 h | 330,000 compounds, 0.02% hits | Q9HD26;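 active = highest replicate inhibition of at least 40%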;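 note: plate controls were DMSO neutral control wells for no effect and unlabeled competitor peptide control wells for full effect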
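material = purified tagged CAL PDZ domain construct (CerCALP) | compound dosing = 20 µM, one dose | times = 1 h at RT | measured by = fluorescence polarization from S- and P-plane intensities, G-factor corrected | read-out = inhibition from polarization loss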
V-ATPase pH: regulators of yeast V-ATPase proton transport | response, % at 10 µM | S. cerevisiae, pHLuorin cytosolic pH fluorescence | AID 504577 | 350,000 compounds, 0.37% hits; in the data active = response mostly above about 7.3%, no sharp cut-off; inactive = mostly below about 5.4%; note: actives read high; inactives centre near 0; some compounds called inactive have numbers as strong as hits; reference of the scale not given here
DAGLB inh: blocks human DAGLB lipase activity; HEK293T DAGLB membrane lysate, EnzChek fluorogenic substrate; 340,000 compounds, 0.059% hits; inhibition, % at 5.17 µM; Q8NCG7; in the data active = inhibition above about 34%;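 note: 0% = enzyme with vehicle and 100% = wells lacking enzyme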
C-LANA FP: KSHV C-LANA DNA binding inhibition. 340,000 compounds, 0.078% hits. inhibition, % at 9 µM. MBP-C-LANA/FAM-LBS DNA binding, fluorescence polarization. AID 504423;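 active = highest replicate inhibition at or above 60% at 9 µM, even if other replicates fall short; inactive = all replicates below 60% inhibition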;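 note: 0% = neutral control wells and 100% = 4 µM acridine orange control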
Arrestin-AP2 inh: inhibitors of human beta-arrestin and AP2 interaction; FITC-arrestin peptide / GST-AP2 beads, flow cytometry; AP2 beta2 appendage carries R879A mutation; inhibition, % at 10 µM; 340,000 compounds, 0.31% hits; AID 504490;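 active = inhibition above a set limit, near 3 SD of compounds lacking own fluorescence, cut at about 54% in these data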;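 note: plate controls were DMSO wells for no effect and 5 µM unlabelled arrestin peptide for full effect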
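System: GST-AP2 R879A glutathione beads; medium: PBS, Tween 20 0.05%, BSA 0.1%; reagent: fluorescein-tagged arrestin peptide at 50 nM final; schedule: pre-incubation 12 min, peptide binding 1 h, room temperature; detection: flow cytometry, FL1 (488/535 nm); read-out: inhibition as reduced fluorescein signal on beads, percent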
Active calls of the source: *; nt = not tested or not shown. Some of the compounds tested, so the mix of outcomes need not match the whole.

SMILES | Keap1 Nrf2 FP | CAL PDZ FP-1 | Cardiac RTF inh | NSD2 HMT inh | Pemphigus Ab inh | CAL PDZ FP-2 | V-ATPase pH | DAGLB inh | C-LANA FP | Arrestin-AP2 inh
COc1ccc2c(CN3CCN(S(=O)(=O)c4cccs4)CC3)cc(=O)oc2c1 | -4.1 | 4.0 | -16.3 | 0.8 | 99.0 | 0.0 | 1.1 | 0.0 | 2.3 | -1.8
COc1ccc(S(=O)(=O)NC(C(=O)OCC(=O)Nc2ccc(N3CCOCC3)cc2)C(C)C)cc1 (configuration not stated) | -6.3 | -1.3 | -8.6 | -1.4 | 106.9 | -1.6 | 1.2 | -0.3 | 1.4 | 1.8
CCc1cccc(CC)c1NC(=O)c1ccccc1CCc1ccccc1 | -5.0 | 3.8 | -14.8 | -4.5 | 104.5 | -2.6 | 5.5 | -18.5 | 3.8 | 3.7
CCCCn1c(N)c(N(CC(C)C)C(=O)c2ccc(C)c(S(=O)(=O)N3CCCCC3)c2)c(=O)[nH]c1=O | -1.2 | -2.6 | -21.6 | -0.4 | 101.1 | -3.2 | 4.4 | 3.0 | -0.2 | 18.7
CCc1ccc(NC(=O)C/C(C)=N/NC(=O)OCc2ccc(OC)cc2)cc1 | -2.5 | -2.0 | -9.2 | -1.6 | 86.5 | 0.4 | 4.8 | -1.0 | -0.7 | 4.3
Cc1ccc(/C=N/NC(=O)c2cc3c(ccc4ccccc43)o2)cc1[N+](=O)[O-] | -5.2 | -2.6 | 12.4 | 33.9 | 98.3 | -0.7 | -1.6 | -1.9 | -1.1 | -1.8
COc1ccc(/C(N)=N/OC(=O)c2ccc(Br)o2)cc1 | -2.9 | 0.4 | 9.5 | -1.5 | nt | -1.5 | -1.8 | -14.3 | -2.6 | 19.6
Cc1cc(C=O)c(C)n1-c1ccc(NC2CCCCC2)c([N+](=O)[O-])c1 | -0.7 | -2.3 | -6.7 | -1.1 | 122.0 | -4.2 | 8.8 | 12.5 | -9.4 | 42.1
O=C(CCNC(=O)c1ccccc1Cl)NC1=NCCS1 | -1.6 | -6.0 | -9.3 | 0.8 | 117.4 | -2.1 | 3.2 | 0.7 | 3.1 | 2.9
COc1cc(-c2cc(C(=O)Nc3cccc(S(=O)(=O)N(C)C)c3)c3ccccc3n2)cc(OC)c1OC | -2.4 | nt | -0.4 | 17.0 | 122.2 | -1.6 | 1.0 | -1.5 | -0.5 | -4.8
COc1ccc2cc(CNCCOCCOCCNCc3ccc4cc(OC)ccc4c3)ccc2c1 | -1.5 | -0.9 | -10.6 | nt | nt | -3.6 | 0.1 | 0.3 | -7.2 | -14.2
Cc1ccc(CN(C)C(=O)C2CCN(C(=O)Nc3ccccc3)CC2)o1 | -0.8 | -0.2 | -10.0 | 0.9 | 111.0 | 1.5 | 0.6 | -0.1 | 0.9 | 25.1
CSc1ccc(CCNC(=O)c2ccc(CS(=O)Cc3ccccc3Cl)o2)cc1 (configuration not stated) | -4.8 | nt | -2.6 | nt | 106.2 | -1.5 | 2.9 | 0.8 | -1.0 | 6.8
COc1cccc2[nH]c(C(=O)NCCCN3CCCC3=O)cc12 | -5.1 | -0.3 | -7.4 | 4.4 | 95.6 | -2.8 | -0.1 | 2.5 | -0.5 | -8.9
CCOc1ccccc1N(CC(=O)Nc1c(C)n(C)n(-c2ccccc2)c1=O)S(=O)(=O)c1ccccc1 | 1.8 | -3.8 | -16.8 | 0.0 | 106.8 | -2.4 | -1.4 | 0.8 | 0.5 | 1.0
OCCc1ccc(O)cc1 | 1.4 | -1.6 | 0.9 | nt | 94.0 | 0.0 | -1.4 | 0.6 | -0.7 | -1.8
COc1ccccc1S(=O)(=O)NCc1ccc(C(=O)N(C)Cc2ccc(F)cc2)cc1 | 3.5 | -2.3 | 4.9 | 0.0 | 104.8 | -0.4 | -0.1 | -3.3 | -0.7 | 8.8
COC(=O)CSc1nnc(C)n1-c1cccc(OC)c1 | -7.7 | -2.9 | -1.0 | -3.3 | nt | -0.1 | -2.0 | -1.2 | 3.4 | 0.4
Cc1ccc(SC2=C(N(C)C)C(=O)c3ccccc3C2=O)cc1 | -0.4 | -4.8 | -5.2 | 92.9* | 96.4 | -1.0 | -5.1 | 10.2 | 0.4 | 1.4
CCN(CC)c1c([N+](=O)[O-])ncn1C | 2.5 | 2.6 | -5.5 | 1.1 | nt | 0.9 | 2.0 | 2.1 | 3.0 | -5.7
CCOC(=O)c1[nH]c2cc(OC)c(OC)cc2c1NC(=O)c1ccc2c(c1)OCO2 | -0.5 | nt | -3.4 | 0.3 | 16.6* | -0.5 | 2.6 | -2.0 | -1.5 | -3.6
S=C(NCCc1ccccc1)N1CCOCC1 | -2.8 | 0.5 | -2.4 | -3.2 | 95.7 | -1.2 | -2.5 | 2.8 | 0.1 | 3.0
CCOC(=O)CC(=O)CSc1nc(CC)c(C)cc1C#N | -0.6 | -3.1 | -10.5 | -0.3 | 102.1 | 0.4 | -3.3 | -3.9 | -1.2 | 0.7
CCCN(CC(=O)Nc1ccccc1C)C(=O)C1CCCN(C(=O)c2ccc(Cl)cc2)C1 (configuration not stated) | 6.7 | nt | -0.7 | -0.8 | 101.7 | 0.3 | 0.4 | 4.0 | 1.8 | -12.9
CCN1CCN(c2c(Cl)cccc2NC(=O)c2ccco2)CC1 | 3.2 | 2.6 | 4.7 | 4.8 | 99.0 | -0.4 | 0.4 | -1.1 | -2.8 | 27.1
Nc1ccc(-c2nnn(Cc3ccccc3F)n2)cc1 | 0.3 | -8.7 | -2.2 | -2.3 | 107.9 | 0.4 | 8.2 | -1.3 | 1.2 | 15.1
COc1cccc(CN2CC(C(=O)N(C)Cc3ccnc4ccccc34)CCC2=O)c1 (configuration not stated) | 3.3 | -3.4 | -6.1 | 1.2 | nt | -0.8 | -4.5 | 3.2 | 0.3 | 28.1
O=C(O)c1ccccc1C(=O)c1ccc2oc(=O)[nH]c2c1 | -3.3 | 0.7 | -2.7 | 9.4 | 94.4 | -0.7 | 1.2 | 0.9 | 5.0 | -7.8
Cc1ccccc1C(=O)NNC(=O)c1cccn1C | -1.9 | nt | 2.7 | 1.0 | 97.9 | 0.4 | 3.1 | 1.4 | 1.6 | 29.3
Cc1ccc(-n2nc(-c3ccco3)cc2C(=O)NCc2cccnc2)cc1 | -9.3 | nt | -1.3 | 5.5 | 103.3 | -1.2 | 0.0 | -0.7 | 0.6 | 11.9
CN1C=CC=C/C1=C1/SC(=S)N(Cc2ccccc2)C1=O | 4.8 | -1.3 | 9.8 | 12.4 | 79.2 | -0.7 | 0.8 | 11.8 | 1.5 | -13.2
O=C(N/N=C/c1cccs1)c1cccc(S(=O)(=O)Nc2ccc(Cl)cc2)c1 | 1.1 | -1.4 | -11.8 | 0.5 | 86.2 | -4.1 | -1.0 | 4.0 | -0.8 | -1.3
Cc1cccc2cc(/C=N/NC(=O)CN3CCOCC3)c(Cl)nc12 | 0.0 | 4.1 | 8.2 | -3.4 | 110.9 | -2.3 | -1.1 | -2.3 | -0.9 | -0.1
COC(=O)C(C)N(C(=O)c1ccc(C(=O)c2ccccc2)cc1)c1c(C)cccc1C (configuration not stated) | 0.9 | 0.4 | -1.2 | -8.1 | 102.2 | -0.5 | 3.1 | -8.4 | -0.1 | 0.1
Cc1cc(C)nc(Nc2n[nH]c(-c3ccc(N)cc3)n2)n1 | 0.4 | -0.2 | 3.2 | -0.9 | 101.4 | 0.7 | 3.1 | 0.7 | 0.2 | 1.9
O=C(CCn1c(=O)sc2ccccc21)NC1CCCCC1 | -0.4 | -4.2 | -4.3 | -0.4 | 95.0 | -2.5 | -3.8 | 1.9 | -0.1 | 21.7
COc1cc(CC(=O)OCC(=O)Nc2ccc([N+](=O)[O-])cc2)cc(OC)c1OC | -2.3 | 2.3 | -12.5 | 1.6 | 109.4 | -1.1 | -1.9 | -3.4 | -0.6 | 13.0
O=C(CN1CCC(NC(=O)c2ccccc2F)CC1)Nc1ccc2c(c1)OCO2 | -3.1 | -0.1 | -1.2 | -0.5 | 95.8 | -2.4 | -6.9 | -1.8 | -0.9 | 20.3
Cc1cccc(C)c1OCc1nnc(SCC(=O)NCCc2ccccc2)o1 | -5.8 | -0.4 | 1.4 | -1.9 | 94.7 | -1.2 | 0.0 | -2.5 | -0.1 | 2.2
COc1cc(/C=N/N=C2/NC(=O)C(Cc3ccc(F)cc3)S2)ccc1O (configuration not stated) | -5.1 | 1.4 | -8.0 | -2.3 | 105.6 | -2.0 | -3.1 | 2.8 | -1.5 | 13.6
CC(=O)Nc1c(O)nc(SCC(=O)Nc2nnc(SCc3ccccc3)s2)[nH]c1=O | -2.7 | 3.4 | 1.7 | nt | 100.5 | 0.1 | 3.0 | 7.4 | 1.2 | 0.1
Cc1cc(C)c(C(=O)COC(=O)Cn2cnnn2)cc1C | 2.8 | nt | 1.2 | -1.0 | 101.6 | -0.4 | 2.0 | 1.3 | -0.8 | 37.9
CC1(C)CC(=O)c2c(O)cc(OCC(=O)N3CCN(c4ccccc4)CC3)cc2O1 | -2.8 | -0.2 | -8.5 | nt | 101.3 | 0.0 | -0.5 | -4.4 | -2.0 | -1.7
COc1ccc(CCN=CC2=C(O)CCCC2=O)cc1OC | -7.0 | -2.3 | 1.7 | 1.5 | 109.3 | -0.3 | 1.4 | 2.0 | 0.8 | 1.5
Cc1nc2sccn2c(=O)c1S(=O)(=O)N1CCN(c2cccc(Cl)c2)CC1 | 4.8 | 2.4 | -1.9 | nt | 93.8 | -0.2 | 2.7 | 0.3 | -0.5 | 7.7

Limited to CAL PDZ FP-1 and C-LANA FP, for some of the entries so far:
Compound | CAL PDZ FP-1 | C-LANA FP
COc1ccc(CCN=CC2=C(O)CCCC2=O)cc1OC | -2.3 | 0.8
O=C(N/N=C/c1cccs1)c1cccc(S(=O)(=O)Nc2ccc(Cl)cc2)c1 | -1.4 | -0.8

Other compounds
SMILES | Keap1 Nrf2 FP | CAL PDZ FP-1 | Cardiac RTF inh | NSD2 HMT inh | Pemphigus Ab inh | CAL PDZ FP-2 | V-ATPase pH | DAGLB inh | C-LANA FP | Arrestin-AP2 inh
COc1ccc(CCNC(=O)c2ccc3ccccc3n2)cc1OC | 1.4 | -0.4 | -1.2 | -3.3 | 96.2 | -1.1 | -0.6 | -1.8 | 0.1 | -4.9
O=C(CSc1nc2ccccc2s1)Nc1nccs1 | 1.4 | -2.1 | 1.8 | 0.6 | 104.3 | -1.2 | -4.0 | 0.9 | -1.8 | 5.0
COc1cc(CC(=O)Nc2nc(C)cs2)cc(OC)c1OC | -5.8 | 3.0 | 6.5 | -4.1 | 101.4 | -0.9 | 1.9 | 0.5 | -1.2 | 3.8
CC(=O)N1c2ccc(S(=O)(=O)N3CCCCC3)cc2CC1C(=O)Nc1ccccc1C(F)(F)F (configuration not stated) | 0.8 | 4.9 | -4.7 | -0.9 | 92.4 | -1.8 | -0.3 | -3.7 | -1.0 | 25.6
C=CCN1C(=O)/C(=C2/Sc3ccccc3N2CCCS(=O)(=O)O)SC1=S | -1.3 | -2.5 | -9.2 | 5.8 | 99.5 | 0.5 | -2.1 | 5.7 | 4.0 | 12.4
